# POLK inh: qHTS for Inhibitors of Polymerase Kappa. DNA polymerase kappa (Homo sapiens), Q9UBT6. purified Pol kappa, fluorescent DNA synthesis assay, 10 min. Potency, µM (top dose mostly 107 µM), for the others: at the highest dose activity, negative = inhibition, usual class: inhibitors. actives 0.53% (n = 400,000). AID 588579, 2011; further: on the % scale 0 is the no-effect control and ±100 the full control effect
# Target sequence (Q9UBT6 whole entry, looked up): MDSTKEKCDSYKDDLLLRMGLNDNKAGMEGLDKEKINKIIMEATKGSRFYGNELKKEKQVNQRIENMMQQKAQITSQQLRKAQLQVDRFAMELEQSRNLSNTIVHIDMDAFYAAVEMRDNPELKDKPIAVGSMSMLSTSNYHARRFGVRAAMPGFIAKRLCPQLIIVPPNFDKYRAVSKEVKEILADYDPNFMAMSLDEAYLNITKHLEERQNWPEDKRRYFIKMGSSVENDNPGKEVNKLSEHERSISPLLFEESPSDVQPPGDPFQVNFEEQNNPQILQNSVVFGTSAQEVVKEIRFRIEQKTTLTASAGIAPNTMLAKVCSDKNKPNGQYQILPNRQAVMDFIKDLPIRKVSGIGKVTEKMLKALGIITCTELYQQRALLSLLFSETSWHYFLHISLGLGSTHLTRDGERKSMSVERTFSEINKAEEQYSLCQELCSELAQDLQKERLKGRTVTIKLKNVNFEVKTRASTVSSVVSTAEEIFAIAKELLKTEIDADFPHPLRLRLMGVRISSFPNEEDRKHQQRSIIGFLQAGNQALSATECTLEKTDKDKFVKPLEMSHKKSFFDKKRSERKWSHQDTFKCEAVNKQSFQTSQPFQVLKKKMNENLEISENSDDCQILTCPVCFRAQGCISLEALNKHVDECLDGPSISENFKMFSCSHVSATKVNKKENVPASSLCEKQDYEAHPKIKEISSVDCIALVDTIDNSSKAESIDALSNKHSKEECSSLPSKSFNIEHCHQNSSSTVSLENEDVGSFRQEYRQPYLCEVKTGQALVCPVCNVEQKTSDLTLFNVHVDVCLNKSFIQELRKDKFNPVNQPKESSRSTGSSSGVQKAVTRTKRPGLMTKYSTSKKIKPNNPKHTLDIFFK
#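 Readout: fluorescence, taken kinetically at 0 and 10 min. Conditions: 10 nM Pol kappa, 15 min RT compound preincubation, 50 nM substrate final. Controls: enzyme-free buffer wells.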
# POLB inh: qHTS Assay for Inhibitors of DNA Polymerase Beta; P06746; Pol beta primer extension/strand displacement, fluorescence kinetic; Potency, µM (doses to about 114 µM), for inactives: top-dose activity change, negative = inhibition, usual class: inhibitors; actives 1.3% (n = 340,000); AID 485314, 2010; further: on the % scale 0 is the no-effect control and ±100 the full control effect
#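 Values derive from four-parameter Hill fits of normalized kinetic data: reads at 0 and 10 min following addition of 50 nM substrate to 10 nM Pol beta preincubated 15 min with compound.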
# Pol eta inh: qHTS for Inhibitors of Polymerase Eta. DNA polymerase eta (Homo sapiens), Q9Y253. recombinant Pol eta, fluorescent DNA replication assay. Potency, µM (doses to about 114 µM), without a hit: at the top dose activity change, negative = inhibition, actives largely listed as inhibitors. actives 1.2% (n = 390,000). AID 588591, 2011; further: on the % scale 0 is the no-effect control and ±100 the full control effect
#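 Pol eta at 10 nM preincubated with compounds 15 min at room temperature; reaction started with fluorescent substrate (50 nM final) and read kinetically at 0 and 10 min.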
# BAZ2B block: qHTS Assay for Inhibitors of BAZ2B | actives 4.4% (n = 360,000) | Bromodomain adjacent to zinc finger domain protein 2B (Homo sapiens), Q9UIF8 | AlphaScreen BAZ2B-H3K14Ac peptide displacement | Potency, µM (highest dose often 114 µM), inactives show top-dose activity change, negative = inhibition, usual class: inhibitors; further: on the % scale 0 is the no-effect control and ±100 the full control effect; nearly all actives have a fitted effect of over 60% in size
#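 Multi-concentration screen (max 110 uM) measuring displacement of acetylated histone H3 peptide from BAZ2B by AlphaScreen, using 50 nM protein, 50 nM peptide and 10 ug/mL streptavidin donor plus Ni-chelate acceptor beads.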
# Anesthetic bind: qHTS Assay for Identification of Novel General Anesthetics. Ferritin light chain (Equus caballus), P02791. apoferritin/1-aminoanthracene competitive binding, fluorescence. Potency, µM (top dose mostly 77.5 µM), for inactives: at the top dose activity change, negative = displacement, most hits filed as inhibitors. actives 0.074% (n = 350,000). AID 485281, 2010; further: on the % scale 0 is the no-effect control and ±100 the full control effect; nearly all actives have a fitted effect of over 20% in size
# Target sequence (P02791 2-175 limits assumed): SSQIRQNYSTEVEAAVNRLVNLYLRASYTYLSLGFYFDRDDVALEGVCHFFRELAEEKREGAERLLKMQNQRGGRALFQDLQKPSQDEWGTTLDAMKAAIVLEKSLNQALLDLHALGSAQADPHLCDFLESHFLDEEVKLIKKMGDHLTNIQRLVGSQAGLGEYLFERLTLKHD
#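 Steps: apoferritin (10 uM) was premixed with half-saturated 1-AMA in PBS, compounds were pin-transferred, plates stood 10 min at room temperature, fluorescence was read at 380/535 nm, and curves were fitted with a Hill equation.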
# G9a block: qHTS Assay for Inhibitors of Histone Lysine Methyltransferase G9a. G9a H3K9 monomethylation, AlphaScreen, 2 h. Potency, µM (doses to about 102 µM), without a hit: top-dose activity, negative = inhibition, actives largely listed as inhibitors. Histone-lysine N-methyltransferase EHMT2 (Homo sapiens), Q96KQ7. actives 8.8% (n = 350,000); further: on the % scale 0 is the no-effect control and ±100 the full control effect; nearly all actives have a fitted effect of over 75% in size
#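 Enzyme 20 nM + cpd, 15 min RT; add b-H3K9 pep 500 nM / SAM 20 uM; 2 h RT; anti-H3K9me1 Ab 0.5 ug/mL + SA donor / anti-rabbit acceptor beads 20 ug/mL each, 10 min; AlphaScreen read.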
# APE1 inh: qHTS Assay for Inhibitors of the Human Apurinic/apyrimidinic Endonuclease 1 (APE1); DNA repair nuclease/redox regulator APEX1 (Homo sapiens), P27695; recombinant APE1, TAMRA/BHQ-2 abasic DNA cleavage fluorescence; Potency, µM (series often up to 65.8 µM), for the others: at the top dose activity change, negative = inhibition, most hits filed as inhibitors; actives 0.35% (n = 350,000); AID 2517, 2012;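 further: plate controls were vehicle for no effect and reference inhibitor for full effect; nearly all actives have a fitted effect of over 55% in size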
#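 APE1 at 0.75 nM final was preincubated with compound 15 min at room temperature, then 50 nM double-stranded THF abasic-site substrate (5'-TAMRA/3'-BHQ-2) was added. Fluorescence (ex 525/em 598 nm) was read kinetically; third-minus-first read gave activity.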
# BLM helicase inh: qHTS Assay for Inhibitors of Bloom's syndrome helicase (BLM) | RecQ-like DNA helicase BLM (Homo sapiens), P54132 | recombinant BLM DNA unwinding, fluorescence dequenching | Potency, µM (titrated, usually from 56.1 µM), for inactives: at the top dose activity change, negative = inhibition, usual class: inhibitors | actives 0.2% (n = 350,000) | AID 2528, 2010;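 further: plate controls were vehicle for no effect and no enzyme for full effect; nearly all actives have a fitted effect of over 35% in size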
# POLI inh: qHTS for Inhibitors of Polymerase Iota; DNA polymerase iota (Homo sapiens), Q9UNA4; Pol iota fluorescent replication assay, 10 min; Potency, µM (top dose mostly 115 µM), for the others: top-dose activity, negative = inhibition, most hits filed as inhibitors; actives 1% (n = 390,000); AID 588590, 2011
#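 Pol iota at 10 nM preincubated 15 min with compounds at room temperature; reaction started with fluorescent substrate, 50 nM final. Fluorescence read kinetically at 0 and 10 min; buffer-only wells as negative control.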
# An asterisk follows results filed as active; ? = inconclusive; . = not tested or not shown; [ ] = dose if it differs, or a comment. The call rests on the fitted dose curve; in most records, active means well fitted curve in the direction sought with a large enough effect; inconclusive means small, poorly fitted or top-dose-only effect, or another doubt; inactive means no such curve, though single readings can be large; an effect the other way counts as inactive or inconclusive. Potency means the concentration at half of the fitted maximal effect. A portion of the library (hit frequency here may not be typical).
SMILES,POLK inh,POLB inh,Pol eta inh,BAZ2B block,Anesthetic bind,G9a block,APE1 inh,BLM helicase inh,POLI inh
COc1cccc(-c2noc(N)c2C#N)c1,-6.8%,17.1%,-3.1%,-30.7%,-18.8%,-13.2%[59 µM],2.5%,-1.2%,14.5%
CCCCCC1(C(=O)OCC)CC(CSC(=N)N)OC1=O (configuration not stated),7.2%,-18.8%,-7.3%,-7.8%,-4.5%,-40.4%,4.5%,0.6%,20.4%
Cc1noc(NS(=O)(=O)c2ccc(NC(=O)Nc3ccc(Cl)c(Cl)c3)cc2)c1C,-3.9%,?,50.1µM*,?,-0.3%,?,4.8%,0.5%,?
O=C(NCc1ccc(F)cc1)C(=O)NCC1OCCN1C(=O)c1ccc(Cl)cc1 (configuration not stated),1.8%,5.1%,-1.8%,-16.6%,-7.4%,-14.0%,2.5%,-1.3%,24.9%
CCCCn1c(N)c(N(CCC(C)C)C(=O)CCN2C(=O)C3CC=CCC3C2=O)c(=O)[nH]c1=O (configuration not stated),-8.2%,.,-2.8%,0.4%,.,7.1%[0.501 µM],20.2%,.,8.3%
CCOC(=O)C1CCN(c2c(NCCCN(C)C3CCCCC3)c(=O)c2=O)CC1,-3.4%,1.5%,-20.6%,6.4%,-10.8%,0.2%,-1.1%,2.1%,22.3%
CN(C)c1cccc(NC(=O)c2ccco2)c1,5.1%,29.0%,-10.9%,?,-4.3%,?,7.5%,-0.4%,9.2%
Cc1nnc(NC(=O)c2cccc(NC(=O)C(C)C)c2)s1,-6.5%,8.8%,-6.2%,2.2%,-9.7%,.,0.2%,1.3%,-9.1%
Cc1cccc(CSc2nc3ccccc3c(=O)n2C)c1,5.4%,.,-16.0%,78.5%[activator],.,7.8%[2.33 µM],50.9%[activator],.,-0.3%
O=C(c1cccc(S(=O)(=O)N2CCc3ccccc32)c1)N1CCN(CCO)CC1,-11.9%,.,-7.1%,.,.,.,1.1%,.,-12.1%
Cc1ccc2nc(/C(C#N)=C/c3ccc(-c4ccccc4C(=O)O)o3)[nH]c2c1,?,22.4µM*,20µM*,?,6.3%,?,?,-11.2%,?
COc1ccc(C2C3C=CCCC3(C)C(=O)N2Cc2ccccc2)cc1Cl (configuration not stated),-7.1%,.,.,.,56.8%[activator],.,8.7%,-7.8%,-0.8%
CN(C)CCCN(Cc1ccc2c(c1)OCO2)C(=O)NC1CCCCC1,-0.3%,35.3%,-6.5%,1.0%,-5.2%,.,-0.3%,-2.9%,129.1%[activator]
NC(=O)NOCc1c(F)cccc1Cl,-6.2%,50.7%,-20.7%,1.9%,-23.5%,.,-3.4%,0.2%,-2.0%
Cc1oc(/C=N/NS(=O)(=O)c2ccccc2)cc1Br,-15.6%,-11.2%,-14.4%,-35.0%,-3.2%,15.8µM*,2.6%,2.3%,14.8%
Cc1c(C(=O)Nc2ccc(S(=O)(=O)Nc3ncccn3)cc2)oc2ccc(Cl)cc12,-21.2%,3.0%,-1.4%,-3.4%,-16.8%,8.3%,15.8%,0.9%,7.2%
O=C(CSc1nnc(-c2cccnc2)o1)Nc1ccccn1,-7.2%,28.4%,-6.7%,7.8%,-3.9%,-5.0%[12.7 µM],3.5%,-0.6%,18.3%
Nc1ccc2nn(-c3cc([N+](=O)[O-])ccc3O)nc2c1,-24.4%,5.6%,44.7µM*,-8.8%,-2.0%,39.8µM*,24.5%,-18.7%,23.8%
COC(=O)Cc1[nH]c(Cl)nc1C(N)=O,-14.9%,26.4%,3.3%,-3.7%,10.0%,.,-0.3%,0.2%,?
CC(=O)c1cccc(NC(=O)N2CC(C)OC(C)C2)c1 (configuration not stated),18.4%,42.4%,-6.4%,-3.8%,-3.7%,6.3%,23.4%,-6.9%,-2.6%
O=C(Nc1nnc(SCc2cccc3ccccc23)s1)C1COc2ccccc2O1 (configuration not stated),-17.2%,0.6%,-14.6%,3.7%,-5.4%,?,-6.5%,-6.0%,12.1%
Cc1ccc(Nc2nc(Cl)nc(NC3CCCCC3)n2)cc1,-18.3%,-3.9%,2.6%,-8.6%,-6.9%,5.2%[12.7 µM],6.1%,-6.4%,65.9%[activator]
Cc1cccc(-n2cc(CN3CCCN(C=O)CC3)c(-c3cccc(F)c3)n2)c1,1.9%,-11.7%,-12.6%,-21.5%,?,-10.0%,4.8%,-6.5%,82.7%[activator]
CCn1c(=O)cc(SCC(=O)Nc2ccc3c(c2)OCO3)c2ccccc21,-1.5%,0.0%,-7.3%,5.0%,-9.0%,17.3%[59 µM],-2.5%,0.5%,0.6%
Cc1cccc(CCNC(=O)CCc2nc(-c3ccccc3F)no2)c1,-5.9%,8.4%,-14.9%,1.0%,3.3%,16.6%[12.7 µM],1.9%,1.3%,-16.9%
CSc1nnc(Cn2c(=O)sc3ccccc32)n1CCc1ccccc1,-23.6%,16.4%,-11.7%,-3.1%,-14.7%,-18.2%,-0.9%,-2.8%,-21.2%
CC1CCN(CCC(=O)Nc2ccc(Cl)cc2)CC1,-10.0%,-0.5%,-4.9%,9.2%,-5.6%,.,8.6%,29.2%,84.1%[activator]
CSCC[C@H](NC(=O)Nc1ccc(Oc2ccccc2)cc1)C(=O)O,-14.1%,4.8%,-14.1%,-17.4%,-9.8%,.,13.2%,-2.3%,30.4%[activator]
Cc1ccccc1CN(CC(=O)Nc1cccc([N+](=O)[O-])c1)S(=O)(=O)c1ccc(Cl)cc1,-10.8%,-9.4%,-11.0%,-8.6%,2.5%,3.5%[59 µM],1.5%,-11.1%,6.4%
COc1cccc(C2/C(=C(/O)c3cnn(-c4ccccc4)c3C)C(=O)C(=O)N2CCN(C)C)c1OC (configuration not stated),-36.6%,1.5%,-0.6%,?,0.5%,14.1µM*,-7.4%,-11.0%,4.0%
CCC(=O)CCC(=O)c1ccc2ccccc2c1,-5.6%,0.1%,-16.1%,19.9%,?,40.3%,2.5%,-0.1%,-11.7%
CNC(=O)CSc1nc2sccc2c(=O)n1-c1ccccc1,-14.2%,-2.1%,2.7%,-1.8%,-7.2%,19.7%,1.5%,-3.6%,71.2%[activator]
O=C(OCc1ccc([N+](=O)[O-])cc1)C1CC(=O)N(CCc2ccccc2)C1 (configuration not stated),-13.7%,.,-7.3%,9.6%,.,-36.1%,-1.7%,.,8.6%
CC(Oc1cccc(Cl)c1)C(=O)Nc1ccc(S(=O)(=O)N(C)C2CCN(C)CC2)cc1 (configuration not stated),-31.3%,.,-9.6%,-3.9%,.,-1.1%[12.7 µM],-5.1%,.,-23.7%
N#Cc1c(SCC(=O)O)nc(-c2ccccc2)c2c1CCCC2,0.5%,6.7%,-11.2%,4.5%,-18.9%,-5.3%,-6.9%,1.0%,1.1%
CCn1c(SCC(=O)Nc2ccccc2)nc2c([nH]c3ccccc32)c1=O,-3.0%[60.1 µM],-1.0%,-14.8%,3.0%,-4.4%,9.2%[59 µM],.,-1.7%,21.9%
CSc1ccccc1C(=O)NCCOc1ccccc1C,2.2%,-1.6%,-19.2%,-9.3%,-15.5%,?,16.7%,-1.1%,9.7%
COc1ccccc1NC(=O)COC(=O)c1c[nH]c2ccccc12,-10.7%,.,?,5.2%,.,-3.6%[2.33 µM],-0.4%,.,?
CCCC(=O)NC(c1ccccc1Cl)c1c(O)ccc2ccccc12 (configuration not stated),-10.0%,4.1%,-6.2%,?,-10.0%,1.5%[59 µM],4.1%,-8.2%,15.9%
CCN(CC)CCOC(=O)c1ccc(NC(=O)CNC(=O)C2CCCCC2)cc1,-0.6%,41.9%,-7.3%,8.9%,-22.9%,1.6%[59 µM],-8.8%,3.3%,-2.9%
CN(C)C(=O)c1ccc(Nc2nc(-c3cccs3)nc3ccccc23)cc1,-3.1%,-1.8%,1.4%,1.3%,8.0%,-23.5%,12.2%,4.6%,10.5%
COc1ccc(CC(=O)NC(C)c2nnc(SCC(=O)c3ccc(Br)cc3)n2C)cc1 (configuration not stated),0.5%,-25.6%,-16.4%,-25.4%,?,39.8µM*,6.0%,-3.4%,?
NC(=O)C1CCN(CCC(=O)Nc2ccc3c(c2)CCC3)CC1,-5.4%,-8.4%,0.4%,-0.3%,5.0%,22.5%[59 µM],0.3%,-7.2%,-9.5%
CCOc1ccc(NC(=O)NCc2ccccn2)cc1,0.0%,26.3%,-13.8%,-9.1%,-0.8%,.,-6.7%,-2.8%,36.9%[activator]
Cc1csc(NC(=O)c2cnccn2)n1,0.0%,-1.3%,-10.8%,?,-11.8%,3.55µM*,6.8%,3.7%,23.3%
O=C(O)c1ccc(COc2ccccc2/C=C2\NC(=O)N(Cc3ccccc3F)C2=O)cc1,-17.0%,?,?,-22.6%,-12.6%,?,3.2%,-0.1%,38.2%[activator]

# Shown as a hit in Pol eta inh, among the entries above:
SMILES | POLK inh | Pol eta inh | BAZ2B block | Anesthetic bind | G9a block | APE1 inh | BLM helicase inh | POLI inh
Cc1noc(NS(=O)(=O)c2ccc(NC(=O)Nc3ccc(Cl)c(Cl)c3)cc2)c1C | -3.9% | 50.1µM* | ? | -0.3% | ? | 4.8% | 0.5% | ?
Cc1ccc2nc(/C(C#N)=C/c3ccc(-c4ccccc4C(=O)O)o3)[nH]c2c1 | ? | 20µM* | ? | 6.3% | ? | ? | -11.2% | ?
Nc1ccc2nn(-c3cc([N+](=O)[O-])ccc3O)nc2c1 | -24.4% | 44.7µM* | -8.8% | -2.0% | 39.8µM* | 24.5% | -18.7% | 23.8%

# From PubChem
